CDK5 inh – inhibitors of human CDK5/p35 kinase; Q00535+Q15078; AID 488839; hit rate 0.01% among 330,000; inhibition, % at 10 µM; Recombinant CDK5/p35, ADP-Glo luminescence, 60 min;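 active = highest replicate inhibition of at least 50% and at least 75% of replicates reaching 50%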;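 note: plate controls were DMSO neutral control for no effect and GW8510 at 10 µM for full effect; many of its hits are not listed in these tables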
cardiac RTF act – cardiac RTF calcium sensitization. IANBD-labeled TnC RTF fluorescence at EC20 calcium; 0% EC20 calcium, 100% full calcium. activation, % at 7.2 µM. hit rate 0.24% among 340,000. AID 493008;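 active = activation above the mean over all tested compounds plus 3 SD, cut at about 30% in these data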;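 note: rise in fluorescence read as greater calcium sensitivity of cardiac thin filaments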
NSD2 HMT inh – inhibitors of human histone methyltransferase NSD2. hit rate 0.54% among 310,000. O96028. inhibition, % at 12.5 µM. NSD2 peptide methylation, AlphaScreen, 120 min; in the data active = inhibition above about 50%
PfHsp90 yeast 2 – inhibits growth of yeast expressing Plasmodium falciparum Hsp90; S. cerevisiae expressing PfHsp90, BacTiter-Glo ATP, 48 h; yeast lacking PDR1 and PDR3 efflux regulators; inhibition, % at 9.4 µM; hit rate 0.32% among 310,000; AID 504621;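 active = every replicate shows inhibition above about 80%, whatever the replicate mean, limit read from the data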;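 note: 0% = DMSO neutral controls and 100% = 20 µM radicicol positive controls; yeast relying on Plasmodium falciparum Hsp90 in place of its own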
LANA DNA inh – KSHV C-LANA DNA binding inhibition. MBP-C-LANA/FAM-LBS DNA binding, fluorescence polarization. inhibition, % at 9 µM. hit rate 0.078% among 340,000;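 active = highest replicate inhibition at or above 60% at 9 µM, even if other replicates fall short; inactive = all replicates below 60% inhibition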;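 note: 0% = neutral control wells and 100% = 4 µM acridine orange control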
Rtt109 Vps75 – C. albicans Rtt109 histone acetyltransferase inhibition; Q5AAJ8; purified Rtt109/Vps75, ThioGlo CoA-SH fluorescence, 4 h; hit rate 0.16% among 330,000; inhibition, % at 34.9 µM;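 active = inhibition of at least 50% in every replicate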
Target sequence (Q5AAJ8 whole entry, looked up): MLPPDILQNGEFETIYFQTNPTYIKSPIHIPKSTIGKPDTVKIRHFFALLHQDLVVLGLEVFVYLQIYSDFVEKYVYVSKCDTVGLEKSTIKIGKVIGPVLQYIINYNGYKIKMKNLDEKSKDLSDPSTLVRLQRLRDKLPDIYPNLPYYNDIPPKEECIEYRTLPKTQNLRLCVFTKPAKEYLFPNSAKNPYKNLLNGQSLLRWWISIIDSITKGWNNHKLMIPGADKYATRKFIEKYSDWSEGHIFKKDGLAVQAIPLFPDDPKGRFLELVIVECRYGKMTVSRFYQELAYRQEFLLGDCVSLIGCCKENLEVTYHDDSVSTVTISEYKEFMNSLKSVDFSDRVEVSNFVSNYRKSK
RTF Ca sens inh – cardiac RTF calcium desensitization. P19429+P45379. IANBD-labeled cardiac RTF, Ca2+ fluorescence. inhibition, % at 7.15 µM. hit rate 0.12% among 340,000. AID 493244;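 active = inhibition above the mean inhibition of all tested compounds plus 3 SD, cut at about 17% in these data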;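 note: assay run at fixed EC70 calcium of 1.6 mM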
Keap1-Nrf2 PPI – inhibitors of human Keap1-Nrf2 protein-protein interaction; AID 504523; hit rate 0.15% among 340,000; Keap1 Kelch-Nrf2 peptide fluorescence polarization, 1536-well; inhibition, % at 9.4 µM; in the data active = inhibition above about 12%;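 note: human Keap1 Kelch domain with fluorescein labeled Nrf2 9mer peptide probe; 0% = neutral control wells and 100% = peptide positive control; higher means more block of Keap1 binding to Nrf2 peptide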
dFosB act – enhances mouse delta FosB homodimer DNA binding; P13346; purified delta FosB, TAMRA-CDK5 oligo fluorescence polarization; percent of positive-control signal above neutral wells; activation, % at 25 µM; hit rate 0.99% among 340,000; AID 493131;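 active = mean activation above about 17%, with every replicate also reaching it, limit read from the data, passing the limit was not always enough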;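 note: fluorescence polarization rise as delta FosB binds a TAMRA Cdk5 AP-1 oligo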
Target sequence (P13346 whole entry, looked up): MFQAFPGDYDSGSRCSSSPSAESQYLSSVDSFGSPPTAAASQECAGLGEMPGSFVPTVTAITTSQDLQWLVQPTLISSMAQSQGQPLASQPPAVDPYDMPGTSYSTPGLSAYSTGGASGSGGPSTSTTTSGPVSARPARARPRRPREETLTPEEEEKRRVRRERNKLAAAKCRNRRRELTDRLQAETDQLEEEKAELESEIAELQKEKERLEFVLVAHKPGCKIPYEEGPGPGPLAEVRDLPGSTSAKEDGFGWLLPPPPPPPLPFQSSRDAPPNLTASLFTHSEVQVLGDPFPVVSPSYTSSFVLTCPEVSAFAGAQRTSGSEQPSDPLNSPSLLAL
PvdQ inh – P. aeruginosa PvdQ acylase inhibition | inhibition, % at 10 µM | hit rate 0.063% among 340,000 | AID 488965 | purified PvdQ acylase, fluorescence plate reader; in the data active = inhibition above about 30%, passing the limit was not always enough;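 note: 0% = vehicle neutral wells and 100% = reference inhibitor wells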
SUMO Mot1 rescue – SUMOylation pathway inhibition by Mot1-301 growth rescue; growth rescue, % at 18.8 µM; S. cerevisiae Mot1-301 growth rescue, ATP luminescence, 38.5C; percent above DMSO median, 100 means doubled; AID 2716; hit rate 1% among 320,000;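 active = every valid replicate shows activation above 250% relative to neutral control wells; inactive = the rest, any valid replicate at or below 250%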;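 note: OY570 slx delta 5 strain wells were the positive control but not used for scaling; some compounds called inactive have numbers as strong as hits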
Numbers without * were called inactive; . = no result given.

Structure,Rtt109 Vps75,LANA DNA inh,SUMO Mot1 rescue,NSD2 HMT inh,PfHsp90 yeast 2,dFosB act,Keap1-Nrf2 PPI,PvdQ inh,RTF Ca sens inh,CDK5 inh,cardiac RTF act
CC/C(=N\NC(=S)Nc1ccccc1)c1c(O)[nH]c(=O)[nH]c1=O,26,1.1,-8,-1,-17,4,-4,-19,-1,3.3,-1
O=[N+]([O-])/C=C1/NCCN1Cc1ccc(Cl)nc1,11,-0.4,3,-3,-4,5,-1,8,-5,0.2,11
CC(=O)Nc1ccccc1C(=O)OCC(=O)c1ccc2c(c1)OCCO2,-1,0.3,3,0,-1,5,1,-3,15,1.2,-2
Cc1ccc(S(=O)(=O)N(C)N=O)cc1,-1,-1.2,-2,.,8,-1,3,7,5,0.2,-2
O=C(c1ccc2c3c(cccc13)CC2)C1CCCN(CC2CC2)C1 (stereo unspecified),-5,-2.1,18,15,6,-6,-4,-12,-8,-3.5,2
CC(=NCc1ccco1)c1c(O)n(-c2ccccc2C)c(=O)[nH]c1=O,8,-0.1,-6,-1,-9,-4,0,-5,-8,0.4,-6
CNS(=O)(=O)c1ccc(-c2ccc(C=C3C(=O)NC(=O)NC3=O)o2)cc1,1,3.0,-11,.,-8,-14,-8,-10,-3,1.9,3
c1ccc(C2NCc3ccccc3-n3cccc32)cc1 (stereo unspecified),2,-0.2,151,.,-10,-9,0,4,-4,-0.3,9
Nc1c2c(nc3sc4c(c13)CCCC4)CCCC2,-5,-1.7,152,-1,1,-2,-2,-14,4,-1.4,-2
Cc1cc(C=O)c(C)n1C(C)C,-3,-0.9,.,-3,25,-9,-4,-13,-19,-2.5,3
C=CCn1c(O)c(C(CC)=NC(C)c2ccccc2)c(=O)[nH]c1=O (stereo unspecified),-5,0.3,2,0,-47,-6,-1,0,-14,1.9,6
COc1c(C)cc(C(=O)C2CCCN(Cc3cnc(C)s3)C2)cc1C (stereo unspecified),-5,-0.3,280,3,29,-9,-4,-13,-11,-0.6,-6
O=C(O)c1cc[c]([Hg][Cl])cc1,-13,-1.9,-3,.,-16,-1,0,-11,-1,31,3
O=Cc1cn(Cc2ccc(F)cc2Cl)c2ccccc12,-8,-0.6,-4,-2,-11,-4,-1,-4,-3,0.3,-6
FC(F)(F)c1ccc(CNCCc2c[nH]c3ccccc23)cc1,7,4.0,-4,4,10,-1,-4,26,2,-0.9,1
N#CC[N+]1(CCCNP2(=O)C=C(c3ccccc3)OC(c3ccccc3)=C2)CCOCC1,11,-1.3,22,-4,-3,-9,-2,10,-5,2.1,1
COC(=O)C1=C(c2c(C)noc2C)C[C@@H]2CC[C@H]1N2C(=O)NCc1ccc(F)cc1,-5,3.2,17,.,4,-6,3,-9,7,0.7,-5
c1ccc2c(CNC3CCCCCC3)c[nH]c2c1,6,-0.1,10,13,23,4,-4,-10,4,-1.4,2
O=C(/C=C/c1ccc(Br)cc1)NC(=S)N1C[C@H]2C[C@H](C1)c1cccc(=O)n1C2,8,1.6,0,.,5,-2,-2,5,-1,0.2,1
N#CCCn1cc(C(=O)NCc2ccccc2)c(-c2ccc3c(c2)OCCO3)n1,-4,1.4,-11,0,-103,-18,-8,-17,-12,-1.3,0
Cc1cccc(CN(C)C)c1OC(=O)N(C)C,0,1.6,-8,-1,-23,-2,-2,-17,34*,1.4,1
C/C=C/CC1(CC)C(=O)NC(=S)NC1=O,14,-1.0,-3,-2,-9,-7,-1,-15,-6,-0.4,-5
CC(=NCCN1CCCCC1)c1c(O)[nH]c(=O)[nH]c1=O,11,2.7,6,-1,.,-4,-1,6,-5,5.8,0
COc1cccc(CN2CCN(C(=O)COc3ccc4ccccc4c3)CC2)c1,3,-0.3,9,1,-7,-6,-3,-3,0,-1.9,3
COC(=O)C1=C(c2ccc(OC)c(OC)c2)C[C@@H]2CC[C@H]1N2C(=O)N1CCOCC1,-1,0.0,5,.,-9,-15,-4,-8,-14,1.5,6

Continued:
Structure,Rtt109 Vps75,LANA DNA inh,SUMO Mot1 rescue,NSD2 HMT inh,PfHsp90 yeast 2,dFosB act,Keap1-Nrf2 PPI,PvdQ inh,RTF Ca sens inh,CDK5 inh,cardiac RTF act
C[C@]12CC[C@@H]3c4ccc(O)c(O)c4CC[C@H]3[C@@H]1CC[C@@H]2O,132*,-1.3,-19,.,11,-2,0,-4,5,1.1,-2
C[C@]12CCC3C(CC[C@H]4C[C@H](OC(=O)c5cccnc5)CC[C@]34C)C1CCC2=O (stereo partly specified),-12,-0.8,-22,1,0,-13,-5,-13,-1,1.1,4
CCCn1ncc(CN2CCCC(C(=O)c3cccc(OC)c3)C2)c1C (stereo unspecified),5,-0.3,0,-2,34,-7,-4,-12,4,-4.9,-2
O=P1(Oc2ccccc2)C[C@@H](O)[C@@H](O)[C@H](COCc2ccccc2)O1 (stereo partly specified),-5,-0.9,-9,.,-3,2,-6,0,-13,0.8,2
CCOC(=O)C1=C(C)OC(N)=C(C#N)C12C(=O)N(C)c1ccccc12 (stereo unspecified),-13,-1.6,-3,2,26,0,-3,-18,-4,-0.5,2
CC(C)n1c(O)c(C2c3cc(Cl)ccc3Oc3[nH]c(=O)n(C(C)C)c(=O)c32)c(=O)[nH]c1=O (stereo unspecified),0,-1.3,.,14,-7,-5,-11,-2,-2,1.4,-2
O=S(=O)(c1ccc(F)cc1)N1CCCC1c1cccnc1 (stereo unspecified),1,0.8,-1,0,6,5,1,-9,1,0.9,4
COC(=O)C1=C(c2cccc(OCc3ccccc3)c2)C[C@@H]2CC[C@H]1N2C(=O)NCc1cc(C)oc1C(F)(F)F,-3,-0.5,21,.,22,-9,0,-5,-19,-1.0,1
CCN(CC)S(=O)(=O)c1cccc(N=Nc2c(O)n(CC)c(=S)n(CC)c2=O)c1,0,-6.3,45,12,18,-7,-6,-14,-14,2.3,0
CN1CCc2cc(O)cc3c2[C@H]1Cc1ccc(O)c(O)c1-3,4,-1.7,13,.,-8,11,0,3,-5,1.2,2
Cc1ccc2c(c1)C1C[N+](C)(CC(=O)c3ccc(Cl)cc3Cl)CCC1N2C(=O)c1ccc(F)cc1 (stereo unspecified),57*,-2.5,-14,5,-5,-1,0,-25,-6,1.1,1
C[C@]12CC(=O)CC1CCC1C2CC[C@@]2(C)C1CC[C@@H]2O (stereo partly specified),16,2.2,35,-1,16,-6,3,-4,2,0.6,2
Cn1c(=O)c2c(nc(N/N=C/c3c(O)n(C4CCCCC4)c(=S)[nH]c3=O)n2C)n(C)c1=O,13,-1.0,4,17,-11,-15,-4,4,-1,3.2,-3
CCC1=C(C)C(N2CCOCC2)=NP(N2CCOCC2)(N2CCOCC2)=N1,-4,0.6,-4,-1,10,4,-1,3,-7,0.8,-7
CCOC(=O)C(O)(c1ccc(N(CC)S(=O)(=O)c2ccccc2)cc1)C(F)(F)F (stereo unspecified),44,-1.6,-8,2,-11,-4,0,7,9,-1.3,3
O=C(Cc1cccc(C(F)(F)F)c1)N1CCN(CC(=O)N2CCCC2)CC1,-11,-0.1,2,1,4,-7,-7,-15,-1,-9.6,2
CC1(O)CCN2C(=O)CCc3cccc1c32 (stereo unspecified),1,26,104,4,13,-7,44*,-9,-16,0.6,4
COC(=O)C1=C(c2ccc3ccccc3c2)C[C@@H]2CC[C@H]1N2C(=O)N1CCC(O)CC1,-4,-1.0,-8,.,-14,-4,1,6,-17,-2.3,-4
O=C(NN=Cc1ccc(N(CCCl)CCCl)cc1)c1cccnc1,-17,0.0,.,0,-23,-2,-4,-17,-2,0.1,-2
Nc1ccc(C2(c3ccc(N)cc3)c3ccccc3-c3ccccc32)cc1,-6,0.2,.,2,-2,-2,-4,8,8,1.7,-2
C=CCC1C(=O)NC(=S)NC1=O,-3,1.1,4,1,7,2,-1,-2,3,-1.2,1
COC(=O)C1=C(c2ccccc2)C[C@@H]2CC[C@H]1N2C(=O)NC1CCCCC1,16,0.6,73,.,2,0,-3,-1,-6,3.8,-6
CN(C)CC1CSCCC1(O)c1cccc(Cl)c1 (stereo unspecified),4,-0.7,-2,11,2,-5,1,-19,10,1.0,-5
O=c1cccc2n1CC1CNC[C@H]2C1,7,3.7,3,.,15,3,-2,6,-8,1.0,7
CCC(C)C1NC(=O)C(C(C)=O)=C1O (stereo unspecified),5,2.7,-4,.,-1,-7,-6,6,2,0.9,4

Additional entries
Structure,Rtt109 Vps75,LANA DNA inh,SUMO Mot1 rescue,NSD2 HMT inh,PfHsp90 yeast 2,dFosB act,Keap1-Nrf2 PPI,PvdQ inh,RTF Ca sens inh,CDK5 inh,cardiac RTF act
CC1COC2N=C(N[N+](=O)[O-])NC2O1 (stereo unspecified),0,-0.7,-13,-2,22,1,-3,-8,-7,3.4,-5
CC(C)c1cc(Br)c(NC(=O)Nc2cccnc2)c(Br)c1,3,0.1,-15,-1,7,-2,2,3,-3,-0.2,-2
CN(C)CCCNCC(=O)Nc1ccc(Cl)cc1C(=O)c1ccccc1,-2,1.2,5,28,8,2,-3,2,-7,-0.4,1
O=S(=O)(c1ccc(O)cc1)c1ccc(O)cc1,4,-0.8,6,-2,-2,3,0,2,-2,1.6,-3
CC(=O)OC1CCC2(C)C(=CC(=O)C3C2CCC2(C)C(OC(C)=O)CCC32)C1 (stereo unspecified),0,-0.2,.,1,-6,3,3,2,-2,1.5,-4

Not all compounds are listed, so the mix of outcomes need not match the whole.
